Bioassay records deposited in PubChem BioAssay by several laboratories.
pCIP destab: lowers stability of the mouse p/CIP coactivator protein. Q05BA5. F442A p/CIP-EGFP cells, EGFP fluorescence, 16 h. decrease of EGFP signal, % at 10 µM. actives 0.01% (n = 290,000). AID 1984;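 active = EGFP signal decrease of at least 30% at 10 µM or well 3 SD below plate mean, unless failing retest; inactive = the rest, including hits failing retest or dose response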; also: some compounds called inactive have numbers as strong as hits; many of its hits are not listed in these tables
IDE act: activators of human insulin-degrading enzyme in cells | P14735 | HEK cells, FAbeta-B cleavage, fluorescence polarization; 0% vehicle, 100% cell-free pure enzyme wells | activation, % at 5.96 µM | actives 0.073% (n = 340,000) | AID 493087;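 active = activation above the mean of all tested compounds plus 3 SD, set per screening campaign, cut at about 17% in these data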
Target sequence (P14735 whole entry, looked up): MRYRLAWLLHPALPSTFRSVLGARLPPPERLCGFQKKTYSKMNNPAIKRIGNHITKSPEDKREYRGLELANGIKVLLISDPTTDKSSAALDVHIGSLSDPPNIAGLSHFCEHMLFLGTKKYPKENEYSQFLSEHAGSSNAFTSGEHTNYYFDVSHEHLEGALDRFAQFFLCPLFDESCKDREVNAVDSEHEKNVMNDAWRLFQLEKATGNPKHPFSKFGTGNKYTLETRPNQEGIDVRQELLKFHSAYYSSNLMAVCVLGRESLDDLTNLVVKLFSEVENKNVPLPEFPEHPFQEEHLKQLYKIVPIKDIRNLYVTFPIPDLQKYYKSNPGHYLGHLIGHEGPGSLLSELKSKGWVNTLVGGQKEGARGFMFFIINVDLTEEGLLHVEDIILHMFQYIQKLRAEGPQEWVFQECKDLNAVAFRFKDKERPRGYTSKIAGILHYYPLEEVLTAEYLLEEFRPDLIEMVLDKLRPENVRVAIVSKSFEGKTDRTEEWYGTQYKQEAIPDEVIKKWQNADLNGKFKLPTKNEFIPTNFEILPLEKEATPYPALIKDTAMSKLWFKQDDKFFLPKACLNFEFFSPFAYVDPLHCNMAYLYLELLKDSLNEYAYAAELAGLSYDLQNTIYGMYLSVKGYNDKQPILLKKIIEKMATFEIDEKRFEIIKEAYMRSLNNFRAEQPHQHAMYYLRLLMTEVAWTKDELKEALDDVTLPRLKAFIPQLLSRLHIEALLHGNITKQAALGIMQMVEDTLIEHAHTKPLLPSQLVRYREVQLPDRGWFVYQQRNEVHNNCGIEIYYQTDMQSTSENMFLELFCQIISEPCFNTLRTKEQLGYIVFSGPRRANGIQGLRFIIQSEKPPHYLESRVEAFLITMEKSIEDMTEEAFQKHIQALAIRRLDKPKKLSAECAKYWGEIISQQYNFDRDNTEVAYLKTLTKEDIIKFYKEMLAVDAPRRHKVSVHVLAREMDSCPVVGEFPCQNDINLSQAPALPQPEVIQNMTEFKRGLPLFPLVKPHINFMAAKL
IMP-1 inh: inhibitors of Pseudomonas aeruginosa IMP-1 metallo-beta-lactamase. purified IMP-1, nitrocefin hydrolysis, epi-absorbance fluorescence. actives 0.45% (n = 290,000). inhibition, % at 5.6 µM;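 active = inhibition above the mean plus 3 SD of all compounds in the same screening run, cut at about 4.5% in these data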;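 also: 0% = IMP-1 with DMSO and 100% = DMSO wells lacking enzyme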
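System: purified recombinant IMP-1 beta-lactamase. Medium: Zinc- and detergent-supplemented HEPES buffer, pH 7.1. Compound: one 5.6 µM dose […]. Schedule: 15 min preincubation plus 25 min reaction at 25 °C. Technique: Epi-absorbance fluorescence, 480 nm excitation, 530 nm emission.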
CRFR2-BP antag: antagonists of CRF-binding protein/CRF-R2 receptor complex | HEK293 CRF-R2/CRF-BP, CRF-induced calcium fluorescence | inhibition, % at 11.8 µM | actives 0.59% (n = 350,000) | AID 588475;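 active = inhibition of the ligand-induced calcium signal above about 50% at the single tested concentration, limit read from the data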
GalR3 antagonist: blocks the human galanin receptor 3. inhibition, % at 3 µM. AID 651719. HEK293 GalR3-CNG cAMP membrane potential fluorescence; galR3 body fused to GalR1 C-terminus. O60755. actives 0.44% (n = 360,000);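 active = inhibition above the screen-wide average plus 3 SD, cut at about 13% in these data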;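 also: forskolin and galanin both at EC90 stimulate the cells; cAMP rise reported by CNG channel membrane potential dye signal; 0% = forskolin plus galanin with DMSO and 100% = forskolin alone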
VIM-2 inhibitor: blocks Pseudomonas aeruginosa VIM-2 metallo-beta-lactamase; purified VIM-2, nitrocefin hydrolysis, epi-absorbance fluorescence; inhibition, % at 5.6 µM; actives 0.89% (n = 290,000);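 active = inhibition above the mean of all tested compounds plus 3 SD, cutoff set per screening run, cut at about 7.5% in these data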;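 also: red hydrolysis product quenches plate fluorescence so inhibitors raise well fluorescence; 0% = enzyme with DMSO and 100% = DMSO without enzyme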
NS3 helicase inh: blocks Hepatitis C virus NS3 helicase unwinding; NS3 helicase DNA unwinding, Cy5 molecular beacon fluorescence; inhibition, % at 10.9 µM; actives 0.56% (n = 290,000); AID 1800;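 active = inhibition above the mean of all tested compounds plus 3 SD, set per campaign, cut at about 35% in these data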;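 also: 0% = DMSO wells and 100% = thioflavine S control wells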
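System: HCV NS3 helicase fragment; control set: DMSO and thioflavine S; technique: Cy5 fluorescence at 0 and 60 min, beacon hairpin quenching; reagent: beacon DNA duplex substrate plus ATP; replicates: singlicate; schedule: 1 h reaction at 25 °C, ATP-initiated; medium: MOPS buffer pH 6.5 with MgCl2, DTT, Tween20, BSA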
IDE inh: inhibits human insulin-degrading enzyme in HEK cells; FAbetaB cleavage, fluorescence polarization; inhibition, % at 5.59 µM; actives 0.41% (n = 320,000); AID 434962;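 active = percent inhibition above the average of all tested compounds plus 3 SD, set per screening campaign, cut at about 16% in these data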;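 also: IDE supplied by intact live HEK cells; FP after avidin binding of uncleaved biotin substrate so inhibition keeps polarization high; 0% = DMSO wells and 100% = 60 µM reference IDE inhibitor Ii1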
UBC9 SUMO inh: SUMOylation inhibition; AID 2006; HTRF SUMOylation assay, SAE1/SAE2 + UBC9, in vitro; P63279; actives 0.36% (n = 290,000); inhibition, % at 35 µM; in the data active = inhibition above about 50%, passing the limit was not always enough; also: strong numbers were not always called active
Numbers without * were called inactive.

Screening O=C(c1ccc(COc2c(F)c(F)c(F)c(F)c2F)o1)N1CCN(Cc2ccc3c(c2)OCO3)CC1 returned pCIP destab 3, IDE act 7, IMP-1 inh 0.9, CRFR2-BP antag 47, GalR3 antagonist -4, VIM-2 inhibitor -0.1, NS3 helicase inh -11, IDE inh -1 and UBC9 SUMO inh 11.
For Cc1nnc(SCC(=O)NC2CCCc3c2cnn3-c2ccc(F)cc2F)o1 (centres undefined) the results were pCIP destab 1, IDE act 0, IMP-1 inh -3.7, CRFR2-BP antag 2, GalR3 antagonist -2, VIM-2 inhibitor -0.1, NS3 helicase inh -6, IDE inh 3 and UBC9 SUMO inh -5.
For COCCNC(=O)C(c1ccc(C)o1)N(C(=O)Cn1nnc2ccccc21)c1ccccc1 (centres undefined) the results were pCIP destab -11, IDE act 2, IMP-1 inh -2.0, CRFR2-BP antag 2, GalR3 antagonist -4, VIM-2 inhibitor -0.6, NS3 helicase inh 3, IDE inh 0 and UBC9 SUMO inh 14.
`Cc1cc(-c2ccccc2)nc2oc3c(c12)NC(=O)CN(c1ccccc1)C3=O` gave pCIP destab -18, IDE act -3, IMP-1 inh -2.8, CRFR2-BP antag -12, GalR3 antagonist -3, VIM-2 inhibitor -4.5, NS3 helicase inh 19, IDE inh 1 and UBC9 SUMO inh 5.
CN(Cc1ccccc1)C(=O)c1cccc(NC(=O)c2ccco2)c1 was read as pCIP destab -9, IDE act 2, IMP-1 inh -6.4, CRFR2-BP antag -3, GalR3 antagonist -1, VIM-2 inhibitor -1.4, NS3 helicase inh 10, IDE inh 5 and UBC9 SUMO inh 20.
COc1ccc2c(c1)c(C(C)=O)c(C)n2-c1ccc(C(C)=O)cc1 was read as pCIP destab -6, IDE act 5, IMP-1 inh -1.7, CRFR2-BP antag -9, GalR3 antagonist -10, VIM-2 inhibitor 3.7, NS3 helicase inh -7 and UBC9 SUMO inh -1.
Screening CCCCCCC1(C)NC(=O)N(C(C)C(=O)Nc2ccc(N3CCOCC3)cc2)C1=O (centres undefined) returned IDE act 2, CRFR2-BP antag 2, GalR3 antagonist -3 and IDE inh -4.
For COc1ccc(C(=O)N2CCC(C(=O)Nc3ccc(OC)c(OC)c3)CC2)cc1 the results were pCIP destab -3, IDE act 7, IMP-1 inh -3.1, CRFR2-BP antag -20, GalR3 antagonist -4, VIM-2 inhibitor -2.3, NS3 helicase inh -3, IDE inh 4 and UBC9 SUMO inh 3.
`Cc1ccc(NC(=O)CSc2nnc(-c3ccncc3)n2N)cc1C` gave pCIP destab 14, IDE act -2, IMP-1 inh -6.5, CRFR2-BP antag 13, GalR3 antagonist -2, VIM-2 inhibitor -0.5, NS3 helicase inh -4, IDE inh -3 and UBC9 SUMO inh 21.
`CCCCn1c(N)c(N(CCC(C)C)C(=O)c2ccc3c(c2)OCCO3)c(=O)[nH]c1=O` gave IDE act -3, CRFR2-BP antag 3, GalR3 antagonist -3 and IDE inh 0.
Screening COc1ccc(Cn2nnnc2C(c2cc3cc(C)cc(C)c3[nH]c2=O)N2CCOCC2)cc1 (centres undefined) returned pCIP destab 2, IDE act 6, IMP-1 inh -1.7, CRFR2-BP antag 14, GalR3 antagonist -5, VIM-2 inhibitor 0.7, NS3 helicase inh 3, IDE inh 1 and UBC9 SUMO inh -17.
O=C(/C=C/c1ccncc1)c1ccc(NC(=O)c2ccccc2F)cc1 was read as pCIP destab -4, IDE act 2, IMP-1 inh 1.8, CRFR2-BP antag 10, VIM-2 inhibitor 0.3, NS3 helicase inh -9, IDE inh 5 and UBC9 SUMO inh 70*.
COc1ccc(N(C)C(=O)C2CCCN2S(=O)(=O)c2cccc3nsnc23)c(OC)c1 (centres undefined) was read as pCIP destab 10, IDE act -5, IMP-1 inh -2.9, CRFR2-BP antag 22, VIM-2 inhibitor -2.0, NS3 helicase inh 8, IDE inh 0 and UBC9 SUMO inh 6.
For CCN(CC)CCN(Cc1cc2cc(C)ccc2[nH]c1=O)C(=S)NCc1ccco1 the results were pCIP destab -5, IDE act 6, IMP-1 inh 0.5, CRFR2-BP antag -15, GalR3 antagonist -4, VIM-2 inhibitor -1.8, NS3 helicase inh -15, IDE inh 4 and UBC9 SUMO inh -1.
Screening O=C(/C=C/c1cccs1)Nc1ccc(Br)cn1 returned pCIP destab -19, IDE act 1, IMP-1 inh -0.6, CRFR2-BP antag -9, GalR3 antagonist -1, VIM-2 inhibitor 1.1, NS3 helicase inh 9, IDE inh 1 and UBC9 SUMO inh 6.
CC(=O)Nc1ccc(CN2CCN(CCc3ccccc3)C(CCO)C2)cc1 (centres undefined) was read as pCIP destab -4, IDE act 6, IMP-1 inh -1.2, CRFR2-BP antag 18, GalR3 antagonist 6, VIM-2 inhibitor -2.7, NS3 helicase inh -1, IDE inh -4 and UBC9 SUMO inh 9.
Screening COc1ccc(C(=O)NCCCNC(=O)c2ccco2)cc1OC returned pCIP destab 3, IDE act 2, IMP-1 inh -0.1, CRFR2-BP antag -1, GalR3 antagonist -6, VIM-2 inhibitor -1.4, NS3 helicase inh 4, IDE inh 0 and UBC9 SUMO inh 5.
For O=C(CCC(=O)N1CCSc2ccccc21)NCc1cccc(Br)c1 the results were pCIP destab -1, IDE act -1, IMP-1 inh -3.6, CRFR2-BP antag 14, GalR3 antagonist 0, VIM-2 inhibitor -1.2, NS3 helicase inh 3, IDE inh -1 and UBC9 SUMO inh -15.
`O=C(CSc1nnnn1C1CC2CCC1C2)Nc1ccnc2ccccc12` (centres undefined) gave pCIP destab -22, IDE act -5, IMP-1 inh -3.1, CRFR2-BP antag -8, GalR3 antagonist 89*, VIM-2 inhibitor -4.5, NS3 helicase inh 4, IDE inh 8 and UBC9 SUMO inh 30.
Screening Cc1cccc(N2CCN(C(=O)c3c(Cl)cnn3C)CC2)c1C returned pCIP destab -9, IDE act 4, IMP-1 inh -2.1, CRFR2-BP antag -5, GalR3 antagonist -6, VIM-2 inhibitor -3.3, NS3 helicase inh -14, IDE inh 5 and UBC9 SUMO inh -2.
COc1cccc(CN(C)C(c2ccccc2)c2ccccc2)c1OC was read as pCIP destab 5, IDE act 1, IMP-1 inh -5.2, CRFR2-BP antag -5, GalR3 antagonist -9, VIM-2 inhibitor -2.4, NS3 helicase inh -4, IDE inh 5 and UBC9 SUMO inh -11.
For c1ccc(-c2nnc(CSc3nnc(-c4ccncc4)n3Cc3ccco3)o2)cc1 the results were pCIP destab -11, IDE act 6, IMP-1 inh -3.4, CRFR2-BP antag 4, GalR3 antagonist 0, VIM-2 inhibitor -3.7, NS3 helicase inh -5, IDE inh 1 and UBC9 SUMO inh -10.
Cn1c(CNC(=O)c2ccccc2F)nnc1SCC(=O)NCc1ccccc1 was read as pCIP destab -7, IDE act 2, IMP-1 inh -2.9, CRFR2-BP antag 13, GalR3 antagonist -7, VIM-2 inhibitor -2.5, NS3 helicase inh 1, IDE inh 0 and UBC9 SUMO inh 23.
Screening O=C(Cn1ncc2c3ccccc3n(Cc3cccc(Cl)c3)c2c1=O)NCc1ccccn1 returned pCIP destab -8, IDE act 1, IMP-1 inh -3.1, CRFR2-BP antag -17, GalR3 antagonist -8, VIM-2 inhibitor -3.8, NS3 helicase inh -6, IDE inh 1 and UBC9 SUMO inh 16.
Screening COc1ccc2cc(CCNC(=O)c3ccc(S(=O)(=O)N4CCOCC4)cc3)c(=O)[nH]c2c1 returned pCIP destab 0, IDE act 5, IMP-1 inh 0.9, CRFR2-BP antag -19, GalR3 antagonist -1, VIM-2 inhibitor 2.4, NS3 helicase inh 12, IDE inh -2 and UBC9 SUMO inh 3.
O=C(NCCc1ccc(Cl)cc1)c1ccc2ccccc2n1 was read as pCIP destab -6, IDE act 0, IMP-1 inh -3.5, CRFR2-BP antag 5, GalR3 antagonist -9, VIM-2 inhibitor 0.9, NS3 helicase inh -6, IDE inh 1 and UBC9 SUMO inh -9.
For COc1ccc(NC(=O)c2c(C(F)(F)F)nn(C)c2SCc2ccccc2Cl)cc1 the results were pCIP destab -6, IDE act 5, IMP-1 inh -2.2, CRFR2-BP antag 16, GalR3 antagonist -5, VIM-2 inhibitor -3.5, NS3 helicase inh 5, IDE inh -4 and UBC9 SUMO inh -3.
COCCN(CCOC)C(=O)CSc1ccc(S(=O)(=O)N2CCN(C)CC2)cn1 was read as IDE act 7, CRFR2-BP antag 4, GalR3 antagonist -9 and IDE inh -3.
Screening Cc1nc2ccccc2c(=O)n1/N=C/c1cccs1 returned pCIP destab 8, IDE act -6, IMP-1 inh -0.8, CRFR2-BP antag -17, GalR3 antagonist 2, VIM-2 inhibitor -1.3, NS3 helicase inh 6, IDE inh 1 and UBC9 SUMO inh 13.
For O=C(NCCOc1ccccc1)c1n[nH]c(=O)c2ccccc12 the results were pCIP destab -2, IDE act 3, IMP-1 inh -4.7, CRFR2-BP antag 9, GalR3 antagonist 20*, VIM-2 inhibitor -2.1, NS3 helicase inh -5, IDE inh 2 and UBC9 SUMO inh 8.
For CC(=O)N1CCN(C(=O)c2ccc(-c3ccccc3Cl)o2)CC1 the results were IDE act 0, CRFR2-BP antag 2, GalR3 antagonist 4 and IDE inh -7.
Screening C#CCN1C(=O)S/C(=C/c2cc(C)n(CC)c2C)C1=O returned pCIP destab -5, IDE act -2, IMP-1 inh -1.9, CRFR2-BP antag 19, GalR3 antagonist -5, VIM-2 inhibitor -1.3, NS3 helicase inh 4, IDE inh 1 and UBC9 SUMO inh 4.
Screening Cc1ccc(NC(=O)CCNS(=O)(=O)c2ccc(Br)cc2)cc1S(=O)(=O)N1CCOCC1 returned IDE act -5, CRFR2-BP antag -25, GalR3 antagonist -2 and IDE inh -1.
`CCN(Cc1ccccc1)S(=O)(=O)c1ccc(F)cc1` gave pCIP destab 4, IDE act 1, IMP-1 inh 0.0, CRFR2-BP antag 17, GalR3 antagonist -9, VIM-2 inhibitor -0.6, NS3 helicase inh -8, IDE inh 3 and UBC9 SUMO inh 7.
`CCN(C(=O)COC(=O)c1cc([N+](=O)[O-])ccc1N1CCCCC1)C1CCS(=O)(=O)C1` (centres undefined) gave pCIP destab -5, IDE act -2, IMP-1 inh -0.3, CRFR2-BP antag 1, GalR3 antagonist -6, VIM-2 inhibitor -0.4, NS3 helicase inh -3, IDE inh 2 and UBC9 SUMO inh 22.

Grouped by structure: those above with a thiophene ring, fused or not
Screening O=C(/C=C/c1cccs1)Nc1ccc(Br)cn1 returned pCIP destab -19, IDE act 1, IMP-1 inh -0.6, CRFR2-BP antag -9, GalR3 antagonist -1, VIM-2 inhibitor 1.1, NS3 helicase inh 9, IDE inh 1 and UBC9 SUMO inh 6.
Screening Cc1nc2ccccc2c(=O)n1/N=C/c1cccs1 returned pCIP destab 8, IDE act -6, IMP-1 inh -0.8, CRFR2-BP antag -17, GalR3 antagonist 2, VIM-2 inhibitor -1.3, NS3 helicase inh 6, IDE inh 1 and UBC9 SUMO inh 13.
